# M1 PAM parental: M1 PAM counterscreen hit in parental CHO-K1 cells; ATP EC20, Fluo-8 calcium fluorescence; 0% at ATP EC20, 100% at ATP max; 360,000 tested, 0.02% active; AID 602247; activation, % at 3 µM;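 active = activation above the run cutoff, the mean activation of all test compounds plus 3 SD, cut at about 40% in these data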;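 also: peak over basal fluorescence ratio in a 140 s read after ATP addition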
# TAAR1 ag: agonists of human TAAR1. Q96RJ0. CHO RD-HGA16 TAAR1, Fluo-8 calcium fluorescence; vehicle wells 0%, saturating PEA agonist 100%. 360,000 tested, 0.99% active. activation, % at 3 µM;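 active = activation above the mean activation of all test compounds in the run plus 3 SD, cut at about 38% in these data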
#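 Repeats: no replicates (n 1) | Material: CHO-derived RD-HGA16 cells with stable Gα16 and human TAAR1 | Technique: Kinetic Fluo-8 calcium fluorescence | Schedule: 17-24 h seeding, 75 min 37 °C dye, 30 min RT | Evaluation: % activation from peak over basal fluorescence ratio, DMSO-to-PEA scaled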
# CHRM1 agonist: activates human CHRM1 receptor; AID 588814; P11229; activation, % at 3 µM; 360,000 tested, 0.33% active; CHO-K1 hM1, Fluo-8 calcium fluorescence, agonist mode; 0% DMSO, 100% acetylcholine EC100;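 active = activation above the run's mean compound activation plus 3 SD, cut at about 16% in these data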;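 also: peak over basal fluorescence ratio within a 140 s kinetic read after compound addition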
# Target sequence (P11229 whole entry, looked up): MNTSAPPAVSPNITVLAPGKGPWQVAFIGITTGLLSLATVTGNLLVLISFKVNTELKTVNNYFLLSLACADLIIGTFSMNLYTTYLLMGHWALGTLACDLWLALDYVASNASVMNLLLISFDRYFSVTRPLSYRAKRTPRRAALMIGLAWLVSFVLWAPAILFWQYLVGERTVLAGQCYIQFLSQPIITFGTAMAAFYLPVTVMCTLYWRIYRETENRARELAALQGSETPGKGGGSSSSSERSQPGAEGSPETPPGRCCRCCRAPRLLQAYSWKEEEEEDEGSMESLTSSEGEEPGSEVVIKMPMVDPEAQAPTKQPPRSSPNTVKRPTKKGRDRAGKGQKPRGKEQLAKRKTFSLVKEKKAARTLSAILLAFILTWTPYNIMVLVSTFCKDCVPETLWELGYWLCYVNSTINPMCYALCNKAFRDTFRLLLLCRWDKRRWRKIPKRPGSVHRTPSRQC
# OXTR potentiator: potentiates the human oxytocin receptor response; CHO-OTR cells, Fluo-8 calcium fluorescence, potentiator mode; 0% = oxytocin EC15, 100% = EC100; activation, % at 3 µM; AID 2445; P30559; 320,000 tested, 0.061% active;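 active = activation above that plate's cutoff, the mean activation of tested compounds plus 3 SD, cut at about 6.6% in these data, passing the limit was not always enough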;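 also: 100% uses oxytocin at 75 nM as the full agonist control; some results filed as inactive read as strong as hits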
#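 Material: human OTR in CHO cells. Compound: 3.0 µM, one dose. Timing: compound 6 min at room temperature before oxytocin, 100 s read. Evaluation: % activation of max/min ratio relative to oxytocin controls. Replication: single well per compound, singlicate. Signal: Fluo-8 calcium dye fluorescence.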
# CHO-K1 Ca ag: counter-screen for M1 agonists: effect in parental CHO-K1 cells; 360,000 tested, 0.48% active; activation, % at 3 µM; AID 602248; Fluo-8 calcium fluorescence; scaled to maximal ATP response, vehicle zero; in the data active = activation above about 15%;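 also: untransfected CHO-K1 host cells lacking M1 receptor as counterscreen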
# CHO-K1 Ca antag: nonselective inhibitor or artifact in parental CHO-K1 cells; 360,000 tested, 0.6% active; AID 602250; inhibition, % at 3 µM; ATP-induced calcium, Fluo-8 fluorescence;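 active = inhibition above a per-plate cutoff, the plate's mean sample inhibition plus 3 SD, cut at about 24% in these data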;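 also: 0% = DMSO plus EC80 ATP and 100% = DMSO alone without ATP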
# CHO parental Ca: counter-screen for OX1R antagonists: effect in parental CHO cells. parental CHO-K1, ATP-induced calcium, Fluo-8 fluorescence. inhibition, % at 5.6 µM. 330,000 tested, 0.63% active;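 active = inhibition above that plate's mean sample inhibition plus 3 SD, cut at about 26% in these data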;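 also: 0% = ATP-challenged DMSO wells and 100% = DMSO wells without ATP; some compounds past the cut are filed as inactive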
#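 Test system: untransfected parental CHO cell line. Compound: one dose, 5.6 µM nominal. Detection: intracellular calcium via Fluo-8 no-wash fluorescent dye. Measure: % inhibition. Benchmarks: ATP-challenged DMSO wells low, unchallenged DMSO wells high.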
# V1R ag counter: V1a receptor agonism, counter-screen for OXTR agonists; P37288; CHO-V1R cells, Fluo-8 calcium fluorescence, agonist mode; 0% DMSO, 100% 3 nM vasopressin; activation, % at 3 µM; 320,000 tested, 0.25% active;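 active = activation above the mean activation of all tested compounds plus 3 SD, per screening run, cut at about 20% in these data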;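 also: signal is peak over basal fluorescence ratio across a 100 second FLIPR read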
# Target sequence (P37288 whole entry, looked up): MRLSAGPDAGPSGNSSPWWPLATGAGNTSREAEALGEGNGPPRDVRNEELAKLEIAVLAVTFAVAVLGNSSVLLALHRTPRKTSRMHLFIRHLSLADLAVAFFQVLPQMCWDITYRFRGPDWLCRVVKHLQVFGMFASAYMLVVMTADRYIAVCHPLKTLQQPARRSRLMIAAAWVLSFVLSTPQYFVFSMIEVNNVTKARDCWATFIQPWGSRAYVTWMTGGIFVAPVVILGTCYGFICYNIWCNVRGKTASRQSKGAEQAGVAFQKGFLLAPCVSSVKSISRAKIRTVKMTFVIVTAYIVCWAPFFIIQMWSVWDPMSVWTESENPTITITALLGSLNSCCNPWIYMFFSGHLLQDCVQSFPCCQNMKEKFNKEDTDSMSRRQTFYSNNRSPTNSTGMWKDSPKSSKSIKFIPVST
# TAAR1 antagonist: human TAAR1 antagonism. Q96RJ0. CHO RD-HGA16 TAAR1, Fluo-8 calcium fluorescence, antagonist. inhibition, % at 3 µM. 360,000 tested, 1.5% active;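 active = inhibition above a per-plate cutoff, the mean inhibition of test compounds on that plate plus 3 SD, cut at about 49% in these data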;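 also: 0% = DMSO plus EC80 beta-PEA response and 100% = DMSO alone without agonist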
#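 Test system: RD-HGA16 CHO cells with stable hTAAR1 and Gα16 / Probe or stimulus: EC80 β-phenethylamine stimulus / Times: seeding 17-24 h prior, 75-min 37 °C, 30-min RT dye loading / Detection: Fluo-8 calcium-sensitive fluorescence / Read-out basis: % inhibition scaled between DMSO and EC80 PEA controls / Repeats: singlicate, one well per test compound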
# * marks the source's active call; other numbers are inactive results; / = not tested or not shown.
SMILES,M1 PAM parental,TAAR1 ag,CHRM1 agonist,OXTR potentiator,CHO-K1 Ca ag,CHO-K1 Ca antag,CHO parental Ca,V1R ag counter,TAAR1 antagonist
Cc1ccccc1-c1nc2ccccc2c(=O)o1,-11,3,1,/,-0.7,36*,/,/,-5
CC(C)N(C1=CC(=O)OC12CCCCC2)C(C)C,1,3,-5,0,-0.1,-1,-15,0.1,-7
COc1ccc(N=Cc2cc(Cc3ccccc3Cl)cc([N+](=O)[O-])c2O)cc1OC,-3,/,2,-7,0.3,9,-9,1.4,/
COc1ccc(CSc2nnc(-c3ccncc3)n2C)cc1F,-7,4,-7,1,1.1,-9,-2,1.1,-18
CC(=O)C1=C(O)C(=O)N(c2ccc(Br)cc2)C1c1ccc(Cl)cc1 (stereo unspecified),31,1,4,-1,1.3,-13,-12,0.1,0
CCOc1ccc(CCNC(=O)c2oc3c(c2C)-c2[nH]ncc2CC3)cc1OCC,18,0,-2,2,0.9,1,5,-0.4,-2
CN1CCN(S(=O)(=O)c2cccc(C(=O)Nc3cc(C(N)=O)cc(C(N)=O)c3)c2)CC1,11,0,-1,-1,0.4,-11,-23,1.3,-14
CCOC(=O)N1CCN(Cc2c(O)ccc3ccccc23)CC1,-7,11,4,-2,16*,-3,-13,4.4,-6
COc1ccc(NC(=O)CN2C(=O)C(c3ccccc3)=NC23CCCCCC3)cc1,15,1,-6,-4,1.3,-14,-16,-1.1,-11
O=C(c1cccc(F)c1)N1CCCC(C(=O)N2CCCCCC2)C1 (stereo unspecified),10,0,-6,-6,0.5,-7,-16,0.6,-9
CCn1c(SCC(=O)Nc2nccs2)nnc1-c1ccco1,22,-1,-5,2,0.2,-8,-15,0.1,13
O=C(NCCOc1cccc(Oc2ccccc2)c1)c1cc(-n2cnnc2)ccc1Cl,19,4,-9,-6,6.2,-18,-11,-0.2,22
Cc1ccc([N+](=O)[O-])cc1NC(=O)C(C)Sc1nnc(C)n1CC1CCCO1 (stereo unspecified),9,-1,-2,-5,1.0,-2,-9,0.0,-3
C#CCOCCOCCOCCNc1nc(N2CCN(C(=O)CCCCCCCCCCNC(=O)[C@H]([C@@H](C)CC)n3cc(CCCCN=C(N)N)nn3)CC2)nc(N2CCN(C(=O)CCCCCCCCCCNC(=O)[C@@H]([C@H](C)O)n3cc(C)nn3)CC2)n1,-16,/,-6,-4,-0.1,-9,-7,-0.1,/
O=C(c1ccc2c(=O)n(Cc3ccccc3Cl)c(=S)[nH]c2c1)N1CCCC1,-11,3,-1,-8,-0.1,11,2,-0.7,-18
Cn1ncc2c(Nc3ccc([N+](=O)[O-])cc3)nc(Cl)nc21,7,41*,-1,/,1.7,0,/,/,-2
C[C@H](NC(=O)c1nc[nH]c1C(=O)NCC(=O)OCc1ccccc1)C(=O)OCc1ccccc1,0,12,-3,-10,6.9,1,-5,0.4,71*
CC(=O)Nc1cc2c(cc1Cl)Cc1cc(Cl)ccc1-2,2,-1,-5,/,-0.1,-9,/,/,-7
COC(=O)c1ccc(-n2c(C)cc(C(=O)CSc3cccc[n+]3[O-])c2C)cc1,8,11,-4,-11,16*,-2,-15,0.7,-5
COc1ccccc1-c1cc2ccccc2[nH]1,11,9,-1,-10,0.5,2,-12,-0.5,-30
CCCNC(=O)Cn1nc(C(F)(F)F)c2c1CCCC2,-4,1,-5,-4,0.0,6,4,-0.1,-3
CCc1nnc(NC(=O)c2ccc(N3C(=O)CCC3=O)cc2)s1,18,1,-4,-5,0.2,-6,-3,0.9,-13
COc1ccc(NS(=O)(=O)c2cn(C)cn2)cc1Cl,6,1,-1,-7,1.2,-10,-16,0.9,-13
OCC[C@H]1C[C@@H](O)[C@H](O)[C@]2(OCCc3ccccc32)O1,-4,2,-4,-6,0.0,2,-4,3.8,2
Cc1c(Br)c([N+](=O)[O-])nn1CC(=O)Nc1ccc(C(C)C)cc1,6,3,-3,-20,0.5,-14,9,0.5,24
CCCCC(CC)CNC(=O)C(Cc1ccccc1)NS(=O)(=O)c1ccc2c(c1)CCC(=O)N2 (stereo unspecified),7,2,-3,-5,4.1,-9,-38,0.0,-3
O=C(NC1CCN(Cc2ccccc2)CC1)c1cn(-c2ccccc2)nc1-c1cccnc1,-14,0,-6,8,-0.4,3,-24,-0.3,-5
O=c1c2ccc([N+](=O)[O-])cc2ncn1Cc1ccccc1C(F)(F)F,16,51*,0,-11,0.9,-11,-7,-0.2,7
C#CCN(C[C@@H]1[C@@H](OC(=O)NCc2ccco2)[C@@H](OC(=O)NCc2ccco2)CN(C(=O)OC(C)C)N1C(=O)OC(C)C)S(=O)(=O)c1ccc(C)cc1,-5,1,-3,/,0.4,20,/,/,-8
CCCOc1ccccc1N1C(=O)CC(N2CCOCC2)C1=O (stereo unspecified),-6,2,-5,3,-0.2,11,-9,-0.4,2
CCOC(=O)CSc1nc2cc(OC)ccc2cc1C#N,-2,5,-2,-6,0.4,3,-17,1.4,-13
COc1cccc(C(=O)N2c3cc(C)ccc3OCC2C(C)(C)C)c1 (stereo unspecified),9,1,-4,-2,1.3,-10,-12,-0.3,-4
Clc1ccc(Cl)c(OCCCCNCc2ccccc2)c1,31,26,-10,4,1.5,-10,-10,4.7,-7
Cc1ccc2nsnc2c1NC(=S)NC(=O)c1ccco1,-8,1,-6,-15,0.2,-4,-2,-0.5,-7
O=C(CNC(=O)c1ccc(F)cc1)NCc1ccc(S(=O)(=O)N2CCOCC2)cc1,-7,6,-4,/,0.3,5,/,/,-13
CCOC(=O)CC1C(=O)NCCN1C(=O)c1ccc(C)cc1 (stereo unspecified),-11,3,-4,1,0.1,-6,-6,0.7,-4
COc1cccc(/C=N/n2c(N)c(S(=O)(=O)c3cccs3)c3nc4ccccc4nc32)c1,-3,7,0,-2,-0.1,-8,-5,-0.4,-6
O=C(CSc1ccc(F)cc1)Nc1ccc(N2CCOCC2)cc1,-2,5,-1,-4,0.7,0,2,0.8,-21
Cc1ccc(S(=O)(=O)N(C)CC(O)Cn2c3ccccc3c3ccccc32)cc1 (stereo unspecified),16,20,-3,-6,0.8,-1,-19,0.6,30
COC(=O)c1ccc(Cc2ccc(C(=O)OC)o2)o1,10,5,-4,-1,0.8,-20,1,0.7,-9
CC(=O)N/N=C(\C)c1cccc(C(F)(F)F)c1,15,0,-4,-18,4.0,-15,9,-1.2,-13
Cc1ccc(C)n1NC(=O)c1ccc(Cl)cc1,13,0,-4,-5,0.3,-1,-11,-1.1,-4
O=S(=O)(c1ccc(NC(=S)N/N=C/c2cccc(Oc3ccccc3)c2)cc1)N1CCOCC1,16,2,-2,-1,0.9,-15,-3,0.8,-7
CCO/C(C)=N/Oc1cnc2ccccc2c1,9,-1,-7,/,0.3,4,/,/,-1
CCOC(=O)N1CCN(C(=O)CS(=O)Cc2nc(-c3ccc(OC)c(OC)c3)oc2C)CC1 (stereo unspecified),-9,1,-2,0,-0.3,-3,-17,0.4,-12

# Random excerpt: 2 records from the list
SMILES,M1 PAM parental,TAAR1 ag,CHRM1 agonist,OXTR potentiator,CHO-K1 Ca ag,CHO-K1 Ca antag,CHO parental Ca,V1R ag counter,TAAR1 antagonist
COc1cccc(/C=N/n2c(N)c(S(=O)(=O)c3cccs3)c3nc4ccccc4nc32)c1,-3,7,0,-2,-0.1,-8,-5,-0.4,-6
O=C(CNC(=O)c1ccc(F)cc1)NCc1ccc(S(=O)(=O)N2CCOCC2)cc1,-7,6,-4,/,0.3,5,/,/,-13

# Further entries
SMILES,M1 PAM parental,TAAR1 ag,CHRM1 agonist,OXTR potentiator,CHO-K1 Ca ag,CHO-K1 Ca antag,CHO parental Ca,V1R ag counter,TAAR1 antagonist
Cc1ccc(C(=O)NCCNc2ccc([N+](=O)[O-])cc2C(F)(F)F)cc1,26,1,-7,-2,4.6,-7,-5,3.1,-15
CCOc1ccc(Nc2oc(Cc3ccccc3)nc2C#N)cc1,2,9,-1,-26,-0.1,-1,-19,-0.3,31
COc1cccc(C2CC(c3ccccc3)=NN2S(=O)(=O)c2ccccc2)c1OC (stereo unspecified),14,6,-3,-9,1.1,6,-5,-0.1,-17
COc1ccc(N2CCN(C(=O)c3ccc(NS(=O)(=O)c4ccc(F)c(F)c4)cc3)CC2)cc1,21,5,4,-6,3.5,-14,40*,11,-5
COC(=O)Cc1ccc(NC(=S)N2CCN(c3cc(Cl)ccc3C)CC2)cc1,4,3,-11,-31,2.4,-8,6,6.1,19
COc1ccc(NC2=NCC(=O)N2Cc2cccs2)cc1,21,8,0,-9,0.2,-13,7,0.8,-16
COc1ccc(/C=C(\NC(=O)c2cccs2)C(=O)NN)cc1OC,8,1,-1,/,0.9,-4,/,/,3
COc1ccc(C(=O)COC(=O)Cn2cnc3ccccc3c2=O)c(OC)c1,16,1,-2,-6,1.4,-4,-26,-1.1,-12
Cc1cc(NC(=O)CSc2nc(=O)n(CCCN(C)C)c3c2CCCC3)no1,-7,1,-8,4,0.6,-5,-17,-0.5,-10
O=C(CN1C(=O)CNC1=O)Nc1cc(Cl)cc(Cl)c1,19,10,0,-1,-0.3,-16,-2,-0.2,-10

# Compounds listed so far that contain fluorine (nine):
SMILES,M1 PAM parental,TAAR1 ag,CHRM1 agonist,OXTR potentiator,CHO-K1 Ca ag,CHO-K1 Ca antag,CHO parental Ca,V1R ag counter,TAAR1 antagonist
COc1ccc(CSc2nnc(-c3ccncc3)n2C)cc1F,-7,4,-7,1,1.1,-9,-2,1.1,-18
O=C(c1cccc(F)c1)N1CCCC(C(=O)N2CCCCCC2)C1 (stereo unspecified),10,0,-6,-6,0.5,-7,-16,0.6,-9
CCCNC(=O)Cn1nc(C(F)(F)F)c2c1CCCC2,-4,1,-5,-4,0.0,6,4,-0.1,-3
O=c1c2ccc([N+](=O)[O-])cc2ncn1Cc1ccccc1C(F)(F)F,16,51*,0,-11,0.9,-11,-7,-0.2,7
O=C(CNC(=O)c1ccc(F)cc1)NCc1ccc(S(=O)(=O)N2CCOCC2)cc1,-7,6,-4,/,0.3,5,/,/,-13
O=C(CSc1ccc(F)cc1)Nc1ccc(N2CCOCC2)cc1,-2,5,-1,-4,0.7,0,2,0.8,-21
CC(=O)N/N=C(\C)c1cccc(C(F)(F)F)c1,15,0,-4,-18,4.0,-15,9,-1.2,-13
Cc1ccc(C(=O)NCCNc2ccc([N+](=O)[O-])cc2C(F)(F)F)cc1,26,1,-7,-2,4.6,-7,-5,3.1,-15
COc1ccc(N2CCN(C(=O)c3ccc(NS(=O)(=O)c4ccc(F)c(F)c4)cc3)CC2)cc1,21,5,4,-6,3.5,-14,40*,11,-5

# From PubChem BioAssay
